Screens deposited in PubChem by National Center for Advancing Translational Sciences (NCATS).
BAZ2B inh: inhibitors of human BAZ2B bromodomain; AlphaScreen BAZ2B-H3K14Ac peptide displacement; Potency, µM (series often up to 114 µM), for the others: at the highest dose activity change, negative = inhibition, usual class: inhibitors; actives 4.4% (n = 360,000); further: on the % scale 0 is the no-effect control and ±100 the full control effect; nearly all actives have a fitted effect of over 60% in size
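BAZ2B 50 nM plus b-H3(5-23)K14Ac 50 nM, PBS pH 7.4/0.01% Tween-20, 30 min RT; compound added (max 110 uM), 30 min RT; streptavidin donor/Ni-chelate acceptor beads 10 ug/mL final, 20 min dark; AlphaScreen read.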
APE1 inh: blocks human APE1 abasic DNA cleavage; P27695; recombinant APE1, TAMRA/BHQ-2 abasic DNA cleavage fluorescence; Potency, µM (doses to about 65.8 µM), for inactives: top-dose activity change, negative = inhibition, most hits filed as inhibitors; actives 0.35% (n = 350,000); AID 2517;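 further: plate controls were vehicle for no effect and reference inhibitor for full effect; nearly all actives have a fitted effect of over 55% in size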
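Readout is kinetic fluorescence (ex 525, em 598 nm) from cleavage of 50 nM TAMRA/BHQ-2 THF abasic duplex by 0.75 nM APE1, compound added 15 min beforehand at RT.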
Anesthetic bind: binds horse apoferritin like a general anesthetic; P02791; apoferritin/1-aminoanthracene competitive binding, fluorescence; Potency, µM (titrated, usually from 77.5 µM), inactives show top-dose activity change, negative = displacement, actives largely listed as inhibitors; actives 0.074% (n = 350,000); AID 485281; further: on the % scale 0 is the no-effect control and ±100 the full control effect; nearly all actives have a fitted effect of over 20% in size
Target sequence (P02791 2-175 limits assumed): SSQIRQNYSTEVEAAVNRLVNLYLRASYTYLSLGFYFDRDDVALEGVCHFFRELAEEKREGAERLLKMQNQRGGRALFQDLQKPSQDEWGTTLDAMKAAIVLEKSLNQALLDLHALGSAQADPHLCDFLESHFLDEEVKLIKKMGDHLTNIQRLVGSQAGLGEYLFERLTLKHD
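Apoferritin-based anesthetic binding model; compound displacement of fluorescent 1-AMA measured as endpoint fluorescence after 10 minutes at room temperature, scaled to free-ligand and complex controls.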
G9a inh: G9a (human) methyltransferase inhibition; Q96KQ7; actives 8.8% (n = 350,000); G9a H3K9 monomethylation, AlphaScreen, 2 h; Potency, µM (titrated, usually from 102 µM), inactives show at the top dose activity, negative = inhibition, actives largely listed as inhibitors; further: on the % scale 0 is the no-effect control and ±100 the full control effect; nearly all actives have a fitted effect of over 75% in size
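Methyltransferase reactions run at room temperature for 2 h (20 nM enzyme, 500 nM biotin-H3K9 peptide, 20 uM SAM) after a 15 min compound preincubation; product detected by AlphaScreen beads and anti-H3K9me1 antibody.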
BLM inh: blocks DNA unwinding by human BLM helicase; P54132; recombinant BLM DNA unwinding, fluorescence dequenching; Potency, µM (highest dose often 56.1 µM), for inactives: top-dose activity change, negative = inhibition, most hits filed as inhibitors; actives 0.2% (n = 350,000); AID 2528;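 further: plate controls were vehicle for no effect and no enzyme for full effect; nearly all actives have a fitted effect of over 35% in size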
POLH inh: blocks human DNA polymerase eta activity | Q9Y253 | AID 588591 | actives 1.2% (n = 390,000) | Potency, µM (doses to about 114 µM), inactives show top-dose activity change, negative = inhibition, most hits filed as inhibitors | recombinant Pol eta, fluorescent DNA replication assay; further: on the % scale 0 is the no-effect control and ±100 the full control effect
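Fluorescent replication assay: 50 nM final substrate added after a 15 min room-temperature compound preincubation with 10 nM enzyme. Signal taken at 0 min and again at 10 min.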
POLI inh: blocks human DNA polymerase iota activity; Q9UNA4; Pol iota fluorescent replication assay, 10 min; Potency, µM (top dose mostly 115 µM), for the others: at the top dose activity, negative = inhibition, usual class: inhibitors; actives 1% (n = 390,000); AID 588590
Target sequence (Q9UNA4 whole entry, looked up): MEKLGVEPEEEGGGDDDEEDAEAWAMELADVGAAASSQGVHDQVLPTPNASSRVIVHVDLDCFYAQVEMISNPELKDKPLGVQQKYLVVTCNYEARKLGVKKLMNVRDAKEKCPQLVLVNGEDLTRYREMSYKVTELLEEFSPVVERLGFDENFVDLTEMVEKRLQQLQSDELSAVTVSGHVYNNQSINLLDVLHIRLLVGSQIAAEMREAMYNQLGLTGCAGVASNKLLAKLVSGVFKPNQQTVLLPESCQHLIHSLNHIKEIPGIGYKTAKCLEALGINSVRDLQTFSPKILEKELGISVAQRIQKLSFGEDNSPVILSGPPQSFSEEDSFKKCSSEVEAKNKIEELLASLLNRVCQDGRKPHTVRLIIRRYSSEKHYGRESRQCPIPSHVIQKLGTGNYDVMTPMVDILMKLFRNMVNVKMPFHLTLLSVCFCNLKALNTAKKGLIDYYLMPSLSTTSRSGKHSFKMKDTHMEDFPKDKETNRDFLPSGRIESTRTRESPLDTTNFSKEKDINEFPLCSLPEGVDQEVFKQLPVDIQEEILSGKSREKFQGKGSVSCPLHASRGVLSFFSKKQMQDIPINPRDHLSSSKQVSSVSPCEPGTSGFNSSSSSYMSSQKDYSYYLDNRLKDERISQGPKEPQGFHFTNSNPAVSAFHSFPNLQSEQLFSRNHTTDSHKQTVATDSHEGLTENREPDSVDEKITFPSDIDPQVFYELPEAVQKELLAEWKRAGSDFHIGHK
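Pol iota at 10 nM preincubated 15 min with compounds at room temperature; reaction started with fluorescent substrate, 50 nM final. Fluorescence read kinetically at 0 and 10 min; buffer-only wells as negative control.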
POLB inh: inhibitors of human DNA polymerase beta | P06746 | Pol beta primer extension/strand displacement, fluorescence kinetic | Potency, µM (doses to about 114 µM), for the others: top-dose activity change, negative = inhibition, usual class: inhibitors | actives 1.3% (n = 340,000) | AID 485314; further: on the % scale 0 is the no-effect control and ±100 the full control effect
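Reaction started by 50 nM substrate onto compound-treated Pol beta (10 nM, 15 min preincubation, room temperature); plates read at 0 min and 10 min. Normalized concentration-effect data fitted by four-parameter Hill equation.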
POLK inh: DNA polymerase kappa (human) inhibition | Q9UBT6 | purified Pol kappa, fluorescent DNA synthesis assay, 10 min | Potency, µM (titrated, usually from 107 µM), for inactives: at the highest dose activity, negative = inhibition, most hits filed as inhibitors | actives 0.53% (n = 400,000); further: on the % scale 0 is the no-effect control and ±100 the full control effect
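10 nM Pol kappa preincubated 15 min at room temperature with compounds, then reaction started with substrate at 50 nM final. Fluorescence read kinetically at 0 and 10 min; buffer-only wells served as negative control.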
Active calls of the source: *; ? = inconclusive; . = not tested or not shown; [ ] = another dose, or the depositor's remark. The call rests on the fitted dose curve; in most records, active means well fitted curve in the direction sought with a large enough effect; inconclusive means small, poorly fitted or top-dose-only effect, or another doubt; inactive means no such curve, though single readings can be large; an effect the other way counts as inactive or inconclusive. Potency means the concentration at half of the fitted maximal effect.

SMILES	BAZ2B inh	APE1 inh	Anesthetic bind	G9a inh	BLM inh	POLH inh	POLI inh	POLB inh	POLK inh
Cc1cc2c(cc1C)CSC(c1ccc3ccccc3c1O)SC2	-13%	-1%	-12%	-36%[59 µM]	-4%	-1%	42%[activator]	-2%	-15%
CCOC(=O)C1CCN(S(=O)(=O)c2ccc(OC)c(Cl)c2)CC1	7%	15%	-14%	19%[59 µM]	-3%	-17%	14%	35%[activator]	8%
O=C(CN1C(=O)C2CC=CCC2C1=O)Nc1nccs1 (centres undefined)	-33%	27%	-6%	-8%[12.7 µM]	-1%	-4%	13%	11%	-17%
Cc1ccc(S(=O)(=O)Oc2ccccc2/C=N/NC(=O)c2c(Cl)cnn2C)cc1	7%	-1%	-10%	25%[59 µM]	-2%	-12%	6%	5%	-5%
O=C(c1ccc2c(c1)OCO2)C1CCCN(C(=O)C2CCOCC2)C1 (centres undefined)	0%	1%	-4%	.	0%	-3%	35%[activator]	3%	9%
N#CC1c2ccccc2C=CN1C(=O)c1ccccc1 (centres undefined)	25%	-5%	-18%	3%	-6%	-11%	49%[activator]	-2%	-15%
Cn1cc(-c2nnnn2-c2cccc(C(F)(F)F)c2)c(C(F)(F)F)n1	0%	6%	-15%	-15%[59 µM]	-2%	-5%	11%	-11%	-8%
CC(C)COc1ccc(C2NC(=O)NC2=O)cc1 (centres undefined)	-15%	-1%	1%	-2%[12.7 µM]	-5%	-3%	-2%	0%	-6%
CCOC(=O)Cn1c(=O)n(CC2CCCO2)c2nc(-c3ccccc3Cl)nc(C(N)=O)c21 (centres undefined)	-6%	.	-2%	-2%[59 µM]	1%	-17%	113%[activator]	0%	-8%[60.1 µM]
CCOc1ccc(S(=O)(=O)N2CCN(C(=O)CCC(=O)N3CCOCC3)CC2)cc1	11%	2%	.	6%	.	10%	30%[activator]	.	-5%
O=C(Nn1cnnc1)C(Sc1ccccc1)c1ccccc1 (centres undefined)	-35%	5%	-8%	?	1%	-3%	0%	0%	-2%
C[C@H](CO)N1C[C@H](C)[C@@H](CN(C)C(=O)Nc2ccccc2)Oc2c(NC(=O)c3ccncc3)cccc2C1=O	.	38%	.	.	.	-6%	17%	.	8%
CN(C1CCS(=O)(=O)C1)S(=O)(=O)c1ccc(C2CCCCC2)cc1 (centres undefined)	-1%	1%	0%	-1%[12.7 µM]	0%	-12%	0%[58.9 µM]	-20%	2%
CCCS(=O)(=O)c1nc(S(=O)(=O)c2ccc(C)cc2)c(NCc2ccccc2)s1	-2%	.	3%	0%[59 µM]	-6%	.	-29%	?	-27%
COc1ccccc1C(=O)C1CCCN(C(=O)CCC(=O)c2ccccc2)C1 (centres undefined)	-6%	-12%	-17%	?	-3%	-6%	-4%	27%	0%
CN(C)/C=C/C(=O)c1ccc(F)cc1	4%	-2%	?	-2%	2%	-13%	14%	28%	-6%
Cc1nc(C)c(-c2csc(Nc3ncccc3C)n2)s1	2%	-9%	2%	.	1%	-7%	0%	?	8%
CCc1ccc(-c2nc(SCC(=O)NC3CCS(=O)(=O)C3)n[nH]2)cc1 (centres undefined)	9%	13%	.	20%[0.501 µM]	.	-16%	61%[activator]	.	2%
CCOc1ccc(N(CC(=O)NCc2ccccc2OC)S(C)(=O)=O)cc1	-23%	3%	-9%	3%	0%	-18%	19%	1%	-14%
CC(Oc1ccc(-c2nccc(-c3ccccn3)n2)cc1)C(=O)NN (centres undefined)	-4%	-4%	-16%	23%	-1%	0%	12%	31%	-18%
CCCc1n[nH]c2c1/C(=N/O)CC(c1ccccc1)C2 (centres undefined)	-4%	-7%	7%	?	-1%	?	?	-1%	3%
CC(C)CC(=O)Nc1ccc(C(=O)COC(=O)CN2C(=O)NC3(CCCCC3C)C2=O)cc1 (centres undefined)	?	?	.	?	.	?	-9%	.	-41%
CC(=O)N/C(=N\c1nc(C)cc(C)n1)Nc1ccc(Cl)cc1Cl	-5%	53%[activator]	-2%	-9%	-1%	-10%	118%[activator]	8%	-1%
COc1ccc(CN2CCC(n3nccc3NC(=O)CCc3ccccc3)CC2)c(C)c1C	-9%	0%	-16%	.	-1%	-3%	13%	24%	0%

In the list so far, these contain an NH in an aromatic ring.
SMILES	BAZ2B inh	APE1 inh	Anesthetic bind	G9a inh	BLM inh	POLH inh	POLI inh	POLB inh	POLK inh
CCc1ccc(-c2nc(SCC(=O)NC3CCS(=O)(=O)C3)n[nH]2)cc1 (centres undefined)	9%	13%	.	20%[0.501 µM]	.	-16%	61%[activator]	.	2%
CCCc1n[nH]c2c1/C(=N/O)CC(c1ccccc1)C2 (centres undefined)	-4%	-7%	7%	?	-1%	?	?	-1%	3%

Next section
SMILES	BAZ2B inh	APE1 inh	Anesthetic bind	G9a inh	BLM inh	POLH inh	POLI inh	POLB inh	POLK inh
Cc1csc(NC(=O)c2ccoc2C)n1	0%	15%	0%	12%[12.7 µM]	-3%	-10%	14%	-3%	-14%
CSCCC(NC(=O)c1ccc(Cl)cc1)C(=O)OCC(=O)Nc1cc(Cl)ccc1C#N (centres undefined)	-1%	-3%	-9%	-6%[59 µM]	-5%	-25%	-13%	-7%	-17%
CC(=O)c1ccc(OCc2cc(C(=O)N3CCC[C@H]3CO)no2)cc1	-16%	64%[activator]	-14%	21%	1%	-3%	28%	16%	14%
COc1ccc(N2CCN(C(=O)c3ccc4c(c3)[nH]c(=S)n3c5ccccc5nc43)CC2)cc1	?	0%	-11%	13µM*	0%	.	.	?	.
CC(=O)Nc1ccc(NC(=O)CSc2nnc(-c3cc4ccccc4o3)n2C)cc1	4%	0%	0%	-6%	-3%	-7%	7%	35%	-9%
O=C(O)c1ccc(NC(=O)c2ccccc2NC(=O)c2cccc(Br)c2)cc1	-34%	8%	-13%	?	-3%	-2%	44%[activator]	24%	-17%
CC1CCN(C(C(=O)O)c2ccccc2)CC1 (centres undefined)	-19%	4%	-1%	?	-4%	-14%	37%[activator]	-8%	-8%
CCc1ccc2oc(-c3cccc(NC(=O)c4cc5ccccc5o4)c3)nc2c1	-3%	.	2%	7%[59 µM]	-5%	-12%	3%	31%	-4%

One compound at a time, from the list above. Screens in order: BAZ2B inh | APE1 inh | Anesthetic bind | G9a inh | BLM inh | POLH inh | POLI inh | POLB inh | POLK inh
Shown for Cc1nc(C)c(-c2csc(Nc3ncccc3C)n2)s1 → 2% | -9% | 2% | . | 1% | -7% | 0% | ? | 8%
Shown for CN(C)/C=C/C(=O)c1ccc(F)cc1 → 4% | -2% | ? | -2% | 2% | -13% | 14% | 28% | -6%

Other results follow:
SMILES	BAZ2B inh	APE1 inh	Anesthetic bind	G9a inh	BLM inh	POLH inh	POLI inh	POLB inh	POLK inh
COc1cccc(-c2nn(-c3ccccc3)cc2CN(C)Cc2c(C)nc3ccccn23)c1	-38%	-5%	7%	?	-11%	-26%	29%	5%	-15%
O=C(NCc1c(Cl)cccc1Oc1ccccc1)c1ccccc1	13%	-6%	5%	3%	-7%	-24%	44%[activator]	1%	-2%
Cc1ccc(C)c(NC(=O)CN(C)S(=O)(=O)c2ccccc2)c1	1%	0%	4%	-28%[12.7 µM]	-5%	-20%	30%	?	-4%
CCn1cc(Cl)c(C(=O)NNC(=O)CCn2cc([N+](=O)[O-])cn2)n1	-4%	-1%	-4%	-13%[59 µM]	2%	-14%	0%	?	1%
Cc1cccc(Oc2ccc(NC(=O)C3CC=CCC3C(=O)O)cc2)c1 (centres undefined)	?	-4%	-22%	45µM*	1%	-25%	-20%	?	-4%
CCc1ccccc1NC(=O)CSc1nc(-c2ccccc2)nn1C(=O)c1cccc([N+](=O)[O-])c1	8%[57.1 µM]	-2%	-23%	9%[59 µM]	-2%	.	.	27%	.
N/C(=N\OC(=O)c1ccco1)c1ccccn1	?	6%	-4%	?	1%	-4%	1%	-20%	-4%
COc1ccc(C)cc1S(=O)(=O)NCCN1CCOCC1	-6%	35%	-4%	10%	0%	-15%	87%[activator]	-1%	3%
CC(=O)c1cnc2nc(SCc3ccccc3C)nn2c1C	11%	3%	?	.	-3%	-6%	-8%	41%	-6%
CCOc1ccc(NC(=O)CSc2nc(=O)n(Cc3cccnc3)c3c2CCC3)cc1	-23%	22%	.	-28%	.	-10%	81%[activator]	.	-1%
O=C(COC(=O)c1ncc(Cl)c(Cl)c1Cl)NCCc1ccccc1	-5%	0%	.	-28%	.	-3%	15%	.	-12%
O=C(NCC1CCCO1)C(=O)N/N=C/c1cc(Cl)ccc1O (centres undefined)	?	2%	-8%	-2%	4%	3%	37%[activator]	17%	-10%

Given field by field: 2 of the compounds above
CCOc1ccc(NC(=O)CSc2nc(=O)n(Cc3cccnc3)c3c2CCC3)cc1
  BAZ2B inh: -23% | APE1 inh: 22% | Anesthetic bind: . | G9a inh: -28% | BLM inh: . | POLH inh: -10% | POLI inh: 81%[activator] | POLB inh: . | POLK inh: -1%

O=C(COC(=O)c1ncc(Cl)c(Cl)c1Cl)NCCc1ccccc1
  BAZ2B inh: -5% | APE1 inh: 0% | Anesthetic bind: . | G9a inh: -28% | BLM inh: . | POLH inh: -3% | POLI inh: 15% | POLB inh: . | POLK inh: -12%

A portion of the library. The share of hits here may be higher or lower than overall.
